Myeloid diff 2 – induction of myeloid progenitor differentiation, primary screen, cell-based, flow cytometry, MLPCN library | calls only at 10 µM | ER-HoxA9 myeloid progenitors, lysozyme-GFP differentiation | actives 1% (n = 360,000);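 active means normalized GFP-positive differentiation at or above the plate's own cutoff, the solvent-only control mean plus 3 SD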;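 further: cells exposed to compound for four days before flow analysis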
b-catenin transl – modulators of beta-catenin nuclear translocation, primary screen, imaging, HeLa cells, immunofluorescence, high-content; actives 0.3% (n = 190,000); nuclear translocation activity, % at 5 µM;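 active means nuclear translocation activity above 50% at 5 µM, with a well cell count of 50 or more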;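 further: per-cell ratio of nuclear to cytoplasmic median beta-catenin stain intensity; plate controls were DMSO negative control for no effect and GSK-3 inhibitor IX positive control for full effect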
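Test system: HeLa cells, endogenous beta-catenin; Compound: single 5 µM dose plus 0.02–20 µM confirmation series; Times: compound exposure 24 h at 37°C; Signal: fluorescence imaging of beta-catenin antibody stain plus DAPI; Read-out: % activation, nuclear-to-cytoplasmic median beta-catenin signal ratio per cell.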
WT yeast gro inh – growth inhibition of WT strain, primary screen, mitochondrial fusion inhibitor project, WT and mutant strains, chemical genetic; mitochondrial fusion phenotypic screen; inhibition, % at 10 µM; actives 2.1% (n = 190,000); in the data active means inhibition above about 58%; tested in S. cerevisiae
Ins promoter up – insulin promoter activators in MIN6 cells, imaging, high-content screening, mouse beta cells. z-score at 5 µM. actives 0.3% (n = 190,000). AID 1625, 2009. MIN6 insulin promoter-GFP reporter; stronger effect = higher value;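 active means z-score above 3 at 5 µM with at least 500 cells counted in the well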
MT stabilize HCS – microtubule stabilizers in HeLa cells, primary screen, imaging, high-content imaging; HeLa tubulin immunostaining HCS, 24 h; share of cells brighter than vehicle mean+2SD; % tubulin-high responders, % at 10 µM; AID 2205, 2009; actives 0.83% (n = 200,000);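 active means plate Z-score above 3 for both tubulin-high and condensed-nucleus cell shares, with cell loss under 80%, at 10 µM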;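 further: anti alpha tubulin signal scored within the nucleus-defined area of each cell; some results filed as inactive read as strong as hits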
Hep lipid drop – inhibitors of hepatocyte lipid droplet formation, primary screen, imaging, high-throughput imaging, BODIPY stain; inhibition, % at 6.5 µM; AML12 mouse hepatocytes, oleate lipid droplets; actives 0.4% (n = 240,000);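 active means lipid droplet intensity inhibited by at least 50%, with more than 500 cells counted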
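System: AML12 hepatocytes (mouse). Probe or stimulus: oleic acid at 100 µM to induce lipid droplet formation. Times: overnight treatment with compound plus oleate. Detection: Image-based BODIPY and DAPI two-channel analysis. Evaluation: percent inhibition of filter-corrected integrated lipid droplet intensity per well.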
Autophagy HCS – autophagy modulators in MEF cells, primary screen, imaging, high-content, MEF GFP-LC3. calls only at 10 µM (by protocol). MEF GFP-LC3 puncta imaging; test concentration mostly 10 µM. actives 0.98% (n = 190,000). AID 463193, 2010;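 active means percentage of spot-positive cells more than 3 SD above its plate mean, without a fluorescence outlier flag or 80% toxicity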;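 further: spot-positive cell cutoff set from DMSO-treated cells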
West Nile virus CPE – West Nile virus antiviral activity, cell-based, CPE readout (AID 1621) | West Nile virus-infected cells, CPE inhibition; higher % means a stronger effect | CPE inhibition, % at 10 µM, or IC50 in µM where a hit was titrated | actives 0.02% (n = 290,000); in the data active means a potency from the dose series; further: strong numbers were not always called active
T cell HTS – modulators of CD8 T cell-vesicle binding, primary screen, mouse 2C CD8+ T cells, flow cytometry; 2C CD8+ T cell-vesicle binding; stronger effect = lower value; calls only at 7 µM; actives 0.068% (n = 330,000);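 active means response, share of CD8 T cells binding vesicles, and their 90th percentile fluorescence all below set limits, cut at about 80% in these data, passing the limit was not always enough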
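Material: 2C TCR transgenic mouse naive CD8+ T cells, MACS-purified. Also added: QL9-charged Drosophila Ld/ICAM-1/B7-1 vesicles. Timing: binding 1.5 h at 37 °C. Measured by: high-throughput flow cytometry with anti-B7-1 and anti-CD8 staining. Read-out: percent CD8+ FL2 mean versus row control. Controls: Unloaded micro-vesicles (low), QL9 vesicles with 0.7% DMSO (high).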
WT yeast gro inh mutant strain – recorded beside WT yeast gro inh, whose call it bears; inhibition, %; mitochondrial fusion phenotypic screen, mutant strain inhibition
Ins promoter up cell count – recorded beside Ins promoter up, whose call it bears; cell count; measured here: cytotoxicity, nuclei count;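 total cells summed across four imaged fields per well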
Hep lipid drop cells 6.5 µM – second read-out of Hep lipid drop, no call of its own (marks repeat the call); cell count; measured here: cell count, cytotoxicity flag;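 cells counted across two imaged fields per well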
b-catenin transl cell count 5 µM – second read-out of b-catenin transl, no call of its own (marks repeat the call); cell count; measured here: cell count, cytotoxicity flag
T cell HTS vesicle-bound % – recorded beside T cell HTS, whose call it bears; double positive events, %; measured here: CD8+ vesicle-bound cell fraction;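 binding gate set so that unloaded-vesicle control wells show 10% double positive cells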
MT stabilize HCS Hoechst-high % – further read-out of MT stabilize HCS, marked with its call; % Hoechst-high responders; measured here: nuclear condensation Hoechst responders;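 share of cells brighter than vehicle mean plus two SD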
MT stabilize HCS cytotoxicity % – recorded beside MT stabilize HCS, whose call it bears; toxicity, %; measured here: cytotoxicity by cell density;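 0% = mean cell density of plate MIN control wells and 100% = no cells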
Autophagy HCS cell loss 18 h – recorded beside Autophagy HCS, whose call it bears; toxicity, %; measured here: cell loss, nuclei count;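 cell loss after 18 h compound exposure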
Myeloid diff 2 GFP+ MAC1+ % – also measured in Myeloid diff 2; calls as there; GFP+ MAC1+ double positive, %; measured here: differentiation confirmed by MAC1 staining
Numbers without * were called inactive; i = inactive; . = not tested or not shown.

SMILES	Myeloid diff 2	Myeloid diff 2 GFP+ MAC1+ %	b-catenin transl	b-catenin transl cell count 5 µM	WT yeast gro inh	WT yeast gro inh mutant strain	Ins promoter up	Ins promoter up cell count	MT stabilize HCS	MT stabilize HCS Hoechst-high %	MT stabilize HCS cytotoxicity %	Hep lipid drop	Hep lipid drop cells 6.5 µM	Autophagy HCS	Autophagy HCS cell loss 18 h	West Nile virus CPE	T cell HTS	T cell HTS vesicle-bound %
CC1=[N+](C)N(c2ccccc2)C(=O)C1N=Cc1ccc(Cl)cc1 (stereo not drawn)	i	0.1	2.8	511	2	12	0.48	1317	2.1	1.8	12	1	650	i	3	-0.1%	i	48
Cc1ccccc1OCC(=O)Nc1ccc2c(c1)COC2=O	i	0.5	-2.0	1185	-14	-17	-0.14	1250	1.5	1.9	7.1	14	793	i	-8	-0.3%	i	44
Cc1ccc(OCC(=O)Nc2ccc(NC(=O)c3ccco3)cc2)c(C)c1	i	0.5	.	.	.	.	.	.	.	.	.	-14	695	.	.	0.7%	i	32
COc1ccc(Cl)cc1C(=O)O/N=C(\N)c1ccc(Cl)cc1	i	2.3	0.7	981	3	-17	.	.	5.1	3.4	1.7	-8	569	i	1	0.3%	i	47
CCCCCn1c(=O)[nH]c2cc(C(=O)N3CCN(C(=O)OCC)CC3)ccc2c1=O	i	4.9	.	.	.	.	.	.	.	.	.	10	688	.	.	-0.9%	i	41
CCNC(=O)Nc1ccc(OC)cc1OC	i	0.3	-4.2	1009	7	10	0.74	1731	5.1	2.9	4.1	0	699	i	3	0.2%	i	53
Cc1cccc(-n2c(Cc3cc(=O)[nH]c(=O)[nH]3)nnc2SC(C)C)c1	i	1.3	1.1	842	0	-2	1.5	1196	2.6	2.1	8.4	11	830	i	9	0.2%	i	18
O=C(N1CCCCC1)C12CC3CC(C1)CC(C(=O)N1CCCCC1)(C3)C2	i	0.6	0.7	1081	-2	-16	-0.64	802	4.6	2.4	8.0	18	740	i	-10	-0.3%	i	57
CC[C@@H](C)[C@H](NS(=O)(=O)c1ccc(C)cc1)C(=O)N1CCC(C(=O)NCC(=O)O)CC1	i	1.6	-1.1	871	-19	-1	.	.	1.5	1.3	1.6	.	.	i	26	0.2%	i	31
COc1nccc(-c2ccc(F)cc2)c1C#N	i	0.2	5.3	802	-1	-2	-0.12	1275	2.1	2.8	7.3	-1	656	i	4	1.6%	i	41
CCCCn1nnnc1SCC(=O)Nc1ccc2c(c1)OCO2	i	0.7	-2.1	948	3	-10	0.05	1109	1.5	1.5	6.9	.	.	i	31	0.1%	i	40
CON(C)c1nc(NCC(C)C)nc(OCC#N)n1	i	1.2	-2.6	1406	17	2	-0.31	1599	2.6	1.8	5.3	.	.	i	-22	0.3%	i	46
O=C(O)CC12CC3CC(C1)CC(n1ncc(NCC4CCCO4)c(Cl)c1=O)(C3)C2 (stereo not drawn)	i	0.6	-5.6	1269	.	.	0.13	1403	.	.	.	-9	704	.	.	0.3%	i	26
CCOC(=O)/C(C#N)=C1\C(=O)N(Cc2ccccc2)c2ccccc21	i	0.2	0.0	1332	.	.	-0.13	1056	.	.	.	-7	711	.	.	-0.3%	i	17
CCOc1ccc(CCNS(=O)(=O)c2cn(C)cn2)cc1OCC	i	0.9	.	.	.	.	.	.	.	.	.	-4	619	.	.	0.2%	i	24
O=C(NC(=S)NCCO)c1sc2ccccc2c1Cl	i	0.0	-2.1	827	5	5	1.2	1564	2.3	0.8	0.1	17	689	i	19	3.3%	i	59
CC(=O)c1cccc(NC(=O)Nc2csc3c2CCCC3)c1	i	0.7	-2.5	1096	-8	-1	.	.	3.0	1.2	6.1	-13	734	i	-23	-0.4%	i	28
COC(=O)CCC(=O)c1ccn(S(=O)(=O)c2ccccc2)c1	i	0.3	.	.	.	.	.	.	.	.	.	-2	401	.	.	-0.2%	i	29
O=c1c2cc(Br)ccc2nc(-c2ccc(Cl)cc2)n1O	i	0.6	.	.	.	.	.	.	.	.	.	5	838	.	.	-0.9%	i	44
Cn1c(=O)n(C)c2cc(NC(=O)c3ccccc3NS(C)(=O)=O)ccc21	i	0.1	.	.	.	.	.	.	.	.	.	-1	827	.	.	0.9%	i	52
Cc1ccc(-c2cc(C(=O)Nc3cccnc3)[nH]n2)c(O)c1C	i	0.6	0.7	1281	.	.	0.05	1033	.	.	.	-26	784	.	.	0.0%	i	20
COC(=O)c1ccc2c(=O)n3c(nc2c1)SCC(c1ccccc1)=N3	i	1.9	-0.3	1222	-1	2	2.4	984	2.0	1.8	6.4	.	.	.	.	-0.1%	i	30
C=CCn1c(SCC(=O)Nc2sc(C)c(C)c2C(=O)OCC)nnc1-c1sc(N)nc1C	i	0.4	.	.	4	9	0.54	1242	10	12	97	1	725	i	-5	-0.2%	.	.
O=C(/C=C/c1ccc(S(=O)(=O)NCc2ccco2)cc1)NCc1ccccc1Cl	i	0.2	0.3	1081	-7	11	0.21	1563	5.9	2.5	8.4	-6	603	i	26	-0.6%	i	27
C=CCNC(=O)c1cc2c(=O)n3cccc(C)c3nc2s1	i	0.5	.	.	.	.	.	.	.	.	.	-3	825	.	.	-0.7%	i	25
COc1ccccc1CNC(=S)NCc1ccc(F)cc1	i	2.1	.	.	.	.	.	.	.	.	.	-9	825	.	.	-0.7%	i	59
CN(C)C(=O)Oc1ccc[n+](C)c1	i	1.4	-4.4	589	-1	-13	.	.	4.3	2.2	1.7	16	751	i	15	0.0%	i	28
Cc1ccc(C)c(OCC(=O)Nc2nc3ccc([N+](=O)[O-])cc3s2)c1C	i	3.7	0.4	1372	51	44	-0.19	1603	0.7	1.4	6.5	.	.	i	3	0.3%	i	55
CCOCCCNC(=O)C1CCCN(S(=O)(=O)CC)C1 (stereo not drawn)	i	1.2	.	.	-9	-47	-0.51	1387	5.4	2.6	3.7	15	583	i	-2	0.2%	i	41
CCOCCCNC(=O)CN1N=C(c2ccc(C)cc2)CCC1=O	i	0.9	.	.	.	.	.	.	.	.	.	2	883	.	.	-0.4%	i	13
N#C/C(=C\c1ccc(-c2ccc(C(=O)O)cc2)o1)C(=O)NCC1CCCO1 (stereo not drawn)	i	1.4	-1.6	1218	-16	13	0.33	1410	2.6	0.8	2.7	16	666	i	0	0.0%	i	40
Cc1cc(C(=O)Nc2c(F)c(F)c(F)c(F)c2F)n(-c2ccccc2)n1	i	0.3	-0.1	1025	12	9	-0.3	1282	2.2	1.7	0.7	-30	687	i	13	-0.5%	i	37
CCCC(C)C(=O)Nc1ccc(Cl)cc1Cl (stereo not drawn)	i	0.6	.	.	4	10	-0.66	972	0.7	1.4	5.5	.	.	i	3	0.1%	i	49
CCOc1ccc(C(=O)NCCc2ccccc2)cc1	i	7.5	.	.	7	-4	.	.	2.1	1.6	7.8	6	755	i	-7	-0.1%	i	28
Cc1cccc(N2CCN(S(=O)(=O)c3ccc4c(c3)CCC(=O)N4)CC2C)c1 (stereo not drawn)	i	6.7	-0.2	1067	20	-4	1	1879	2.6	1.8	4.2	-14	643	i	-5	-0.2%	i	39
Cc1cc2c(cc1S(=O)(=O)Nc1cccc(C)c1C)n(C)c(=O)c(=O)n2C	i	1.5	.	.	.	.	.	.	.	.	.	54*	782*	.	.	0.0%	i	32
Cc1c(C(=O)OCC(=O)N2C(C)CCCC2C)oc2ccccc12 (stereo not drawn)	i	1.0	.	.	.	.	.	.	.	.	.	-16	768	.	.	-0.6%	i	10
COc1ccc(N2C(=O)C(CC(=O)O)S/C2=C\C(C)=O)cc1 (stereo not drawn)	i	0.9	-2.7	873	6	3	-0.28	1172	6.6	1.3	2.6	.	.	i	-10	0.6%	i	54
CC(C)C(=O)Nc1c2c(nn1-c1ccc(F)cc1)CSC2	i	0.0	.	.	.	.	.	.	.	.	.	-15	683	.	.	-0.5%	i	11
C/C(=N\O)C(C)(C)Nc1ccccc1F	i	0.5	0.7	1356	.	.	-0.28	1138	.	.	.	15	769	.	.	0.0%	i	26
CC1Cc2ccccc2N1C(=O)CSc1nnc(CNc2ccccc2)o1 (stereo not drawn)	i	5.6	0.0	1056	-8	8	0.52	1950	0.9	1.6	10	4	610	i	4	-0.6%	i	26

Part of the list above, reduced to MT stabilize HCS cytotoxicity % and Myeloid diff 2:
SMILES,MT stabilize HCS cytotoxicity %,Myeloid diff 2
CC1Cc2ccccc2N1C(=O)CSc1nnc(CNc2ccccc2)o1 (stereo not drawn),10,i
CC(C)C(=O)Nc1c2c(nn1-c1ccc(F)cc1)CSC2,.,i
Cc1c(C(=O)OCC(=O)N2C(C)CCCC2C)oc2ccccc12 (stereo not drawn),.,i
COc1ccc(N2C(=O)C(CC(=O)O)S/C2=C\C(C)=O)cc1 (stereo not drawn),2.6,i

From PubChem
